USP2a inh – blocks human ubiquitin-specific protease USP2a; USP2 core, Ub-CHOP2 coupled fluorogenic reporter, 485/531; Potency, µM (series often up to 38.3 µM), inactives show at the highest dose activity change, negative = inhibition, usual class: inhibitors; 330,000 compounds, 0.01% hits;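 further: potency means the concentration at half of the fitted maximal effect; plate controls were DMSO wells for no effect and full inhibition by NEM control for full effect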
Target sequence (O75604 whole entry, looked up): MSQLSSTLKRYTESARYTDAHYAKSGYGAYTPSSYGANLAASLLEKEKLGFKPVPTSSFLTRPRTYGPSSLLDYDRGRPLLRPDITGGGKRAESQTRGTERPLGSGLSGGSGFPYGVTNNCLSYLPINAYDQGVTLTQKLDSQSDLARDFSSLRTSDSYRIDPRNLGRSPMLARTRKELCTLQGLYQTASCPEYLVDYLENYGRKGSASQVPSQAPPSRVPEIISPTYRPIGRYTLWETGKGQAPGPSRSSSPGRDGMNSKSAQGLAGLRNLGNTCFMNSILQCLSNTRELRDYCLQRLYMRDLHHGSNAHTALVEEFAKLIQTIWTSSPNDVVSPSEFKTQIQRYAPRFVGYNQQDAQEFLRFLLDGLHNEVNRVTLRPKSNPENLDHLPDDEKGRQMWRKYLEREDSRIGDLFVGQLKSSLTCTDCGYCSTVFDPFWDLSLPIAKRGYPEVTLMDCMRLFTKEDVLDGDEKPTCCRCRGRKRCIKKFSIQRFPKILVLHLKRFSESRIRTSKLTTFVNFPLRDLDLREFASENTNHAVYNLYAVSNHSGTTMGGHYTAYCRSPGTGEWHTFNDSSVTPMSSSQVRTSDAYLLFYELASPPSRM
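Deubiquitinase activity read as fluorescence (485/531 nm) after Ub-CHOP2 cleavage activates the enterokinase reporter on its substrate; USP2 core 10nM, Ub-CHOP2 and substrate 25nM each, 30min compound preincubation then 60min RT; data normalized to NEM, curves fitted.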
uPA surface inh – blocks generation of uPA at the cell surface; cell surface uPA generation assay, qHTS; Potency, µM (series often up to 38.3 µM), inactives show at the top dose activity change, negative = inhibition, most hits filed as inhibitors; 330,000 compounds, 0.31% hits; active means well fitted inhibition curve with a large enough effect; inconclusive means small, poorly fitted or top-dose-only effect; inactive means no such curve, though single readings can be large or run the other way; tested in mouse RAW 264.7 cells; further: potency means the concentration at half of the fitted maximal effect; on the % scale 0 is the no-effect control and ±100 the full control effect; nearly all actives have a fitted effect of over 55% in size
BCR signal inh – inhibitors of chronic active B-cell receptor signaling; 340,000 compounds, 0.05% hits; Potency, µM (highest dose often 46.1 µM), for the others: at the top dose ratio change, negative = lower green/red ratio, hits mostly inhibitors; ABC-DLBCL IkBa-CBG/CBR reporter, luminescence ratio, 4 h; active means well fitted inhibition curve with a large enough effect in the signal ratio, with a control signal flat, not every such curve was filed as active; inconclusive means small, poorly fitted or top-dose-only effect, or effect the other way, or a change in a side signal; the % refers to the signal ratio;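 further: potency means the concentration at half of the fitted maximal effect; plate controls were basal doxycycline-induced cells for no effect and cells given 10 µM MG132 for full effect; MG132 reads +100%, hits lower the ratio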
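Doxycycline induced both beetle luciferases in TMD8 lymphoma cells; IKK-driven degradation limits the IkappaBalpha-fused green signal, while red luminescence normalises for cell number and nonspecific effects. Compounds tested up to 46 uM, 4 hrs.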
TSG101-PTAP inh – blocks PTAP/TSG101 interaction to inhibit HIV-1 budding | Q99816 | Fluorescence polarization, FITC-PTAP peptide / Tsg101 binding | Potency, µM (series often up to 115 µM), for inactives: at the highest dose activity change, negative = inhibition, most hits filed as inhibitors | 340,000 tested, under 10 active; active means well fitted inhibition curve with a large enough effect in the main read-out, with a control signal flat, not every such curve was filed as active; inconclusive means small, poorly fitted or top-dose-only effect, or effect the other way, or a change in a side signal; inactive means no such curve, though single readings can be large or run the other way; further: potency means the concentration at half of the fitted maximal effect; % of control where 0% means no effect
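Steps: Tsg101 binding domain dispensed (10 uM final), compounds pinned in DMSO, FITC-labeled PTAP-motif peptide added (50 nM final); after 20 min binding at room temperature, polarization measured.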
ELG1 DNA repair – inhibitors of ELG1-dependent DNA repair in HEK293T cells | HEK293T ELG1-luciferase reporter, luminescence, 16 h; DNA damage induced by 5-fluorouridine | Potency, µM (doses to about 46.1 µM), inactives show at the top dose activity change, negative = inhibition, hits mostly inhibitors | 330,000 compounds, 2.3% hits | AID 504467; further: potency means the concentration at half of the fitted maximal effect; on the % scale 0 is the no-effect control and ±100 the full control effect; nearly all actives have a fitted effect of over 55% in size
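Reporter activity after DNA damage by 5-fluorouridine is monitored. Compound-treated cells incubate 16 hr at 37 °C, then ONE-Glo is added for 30 min before luminescence reading.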
TSHR antagonist – antagonists of human thyroid stimulating hormone receptor; P16473; activity change, negative = inhibition, % at 11.5 µM; 330,000 compounds, 0.2% hits; TSHR-expressing cells, TSH-stimulated cAMP HTRF, 2 h; active compounds read low;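 active means activity change below a set negative limit, meaning inhibition stronger than a set level, cut at about -70% in these data; inconclusive means activity change between two set negative limits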; further: on the % scale 0 is the no-effect control and ±100 the full control effect
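Inhibition of cAMP made by TSHR-expressing cells under TSH stimulation (4nM final, EC80; 2 h, 37 deg C) is quantified with a one-step lysis HTRF kit, anti-cAMP cryptate versus cAMP-d2.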
B2AR arrestin – beta2AR (human) beta-arrestin recruitment activity | P07550 | AID 492947 | beta-arrestin recruitment to beta2AR, cell-based reporter | Potency, µM (series often up to 46.1 µM), without a hit: top-dose activation, most hits filed as activators | 330,000 compounds, 0.02% hits;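 further: potency means the concentration at half of the fitted maximal effect; 0% = DMSO controls and full agonism = EC100 isoproterenol or metaproterenol; nearly all actives have a fitted effect of over 65% in size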
Mito fusion yeast – inhibitors of mitochondrial division or activators of mitochondrial fusion. S. cerevisiae fusion-defective mutant growth rescue, CellTiterGlo 48 h. Potency, µM (highest dose often 46.1 µM), without a hit: at the highest dose growth rescue (activation), hits mostly activators. 320,000 compounds, 0.23% hits;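 further: potency means the concentration at half of the fitted maximal effect; % of control where 0% means no effect; nearly all actives have a fitted effect of over 45% in size; temperature-sensitive fusion mutants such as fzo1-1 at 37 °C on non-fermentable ethanol glycerol medium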
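Compounds are tested for their ability to restore growth of mitochondrial fusion-defective yeast strains at non-permissive 37C in YPEG medium over 48 hours. Viability is quantified by luciferase luminescence.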
Eya2 inh – blocks the phosphatase activity of human Eya2; Potency, µM (doses to about 76.9 µM), inactives show at the top dose activity, negative = inhibition, hits mostly inhibitors; 330,000 compounds, 0.006% hits; recombinant Eya2, OMFP fluorescence dephosphorylation (OMFP is methylfluorescein phosphate); further: potency means the concentration at half of the fitted maximal effect; on the % scale 0 is the no-effect control and ±100 the full control effect
Target sequence (O00167 whole entry, looked up): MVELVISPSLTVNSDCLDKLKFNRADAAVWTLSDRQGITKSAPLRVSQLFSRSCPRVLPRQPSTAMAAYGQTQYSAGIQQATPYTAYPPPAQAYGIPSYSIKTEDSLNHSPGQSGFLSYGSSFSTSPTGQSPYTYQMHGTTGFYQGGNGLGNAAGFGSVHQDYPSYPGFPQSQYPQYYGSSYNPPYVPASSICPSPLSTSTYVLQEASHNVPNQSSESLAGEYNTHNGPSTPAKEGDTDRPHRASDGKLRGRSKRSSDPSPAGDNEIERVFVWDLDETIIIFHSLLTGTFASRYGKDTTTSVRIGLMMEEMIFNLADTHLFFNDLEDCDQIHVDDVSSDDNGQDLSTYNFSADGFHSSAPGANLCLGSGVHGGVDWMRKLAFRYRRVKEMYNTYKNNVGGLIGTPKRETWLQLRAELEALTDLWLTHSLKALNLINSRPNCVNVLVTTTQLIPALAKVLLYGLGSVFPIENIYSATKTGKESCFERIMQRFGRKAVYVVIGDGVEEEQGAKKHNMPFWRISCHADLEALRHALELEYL
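Eya2 protein (added as 0.2 uM solution) was preincubated with compound for 10 min at ambient temperature in 50 mM HEPES pH 7.5, 50 mM NaCl, 5 uM MgCl2, 0.05% BSA, 1 mM DTT. OMFP (added at 50 uM) then reacted 10 min; fluorescence read at 485/525 nm.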
Tb PFK inh – blocks T. brucei phosphofructokinase; T. brucei PFK, ADP-Glo luminescence; Potency, µM (top dose mostly 57.5 µM), for the others: at the top dose activity, negative = inhibition, hits mostly inhibitors; 330,000 compounds, 0.17% hits;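 further: potency means the concentration at half of the fitted maximal effect; 0% = uninhibited 1x PFK enzyme wells and -100% = no-enzyme wells; nearly all actives have a fitted effect of over 60% in size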
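Compounds were pin-transferred as a titration series up to 57 uM into substrate buffer (0.5 mM F6P, 0.1 mM ATP, pH 8.0), then 1.25 nM PFK was added and reactions ran 45 min before ADP-Glo detection.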
TCR activator – activators of T cell receptors. primary human leukocytes, anti-CD3, IL-2 HTRF, 48 h. Potency, µM (titrated, usually from 9.22 µM), for the others: at the highest dose activation of IL-2 secretion, actives largely listed as activators. AID 504894. 330,000 tested, under 10 active; further: % of control where 0% means no effect
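Using a-CD3 beads without co-stimulation, primary human leukocytes were exposed to compounds for 48 hr. An HTRF IL-2 kit measured the cytokine, with europium-to-d2 energy transfer producing emission at 665nm upon 320nm excitation.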
* hit, by the source's call; ? = inconclusive; / = no result given; [ ] = another dose, or the depositor's remark. Unless noted, the call rests on the fitted dose curve; in most records, active means well fitted curve in the direction sought with a large enough effect; inconclusive means small, poorly fitted or top-dose-only effect, or another doubt; inactive means no such curve, though single readings can be large; an effect the other way counts as inactive or inconclusive.

A first look (two entries):
SMILES	USP2a inh	uPA surface inh	BCR signal inh	TSG101-PTAP inh	ELG1 DNA repair	TSHR antagonist	B2AR arrestin	Mito fusion yeast	Eya2 inh	Tb PFK inh	TCR activator
CCOc1ccc(N2C(=O)CC(N(C)Cc3ccccc3)C2=O)cc1 (configuration not stated)	4%	-3%	1%	-1%	2%	9	-1.7%	8%	-5%	10%	/
CSC1=C(C#N)C2(CCCC2)C(C#N)=C(N)N1	-1%	/	?	/	?	-8	0.2%	5%	-3%	-5%	/

All compounds of this part (from the top)
SMILES	USP2a inh	uPA surface inh	BCR signal inh	TSG101-PTAP inh	ELG1 DNA repair	TSHR antagonist	B2AR arrestin	Mito fusion yeast	Eya2 inh	Tb PFK inh	TCR activator
CCOc1ccc(N2C(=O)CC(N(C)Cc3ccccc3)C2=O)cc1 (configuration not stated)	4%	-3%	1%	-1%	2%	9	-1.7%	8%	-5%	10%	/
CSC1=C(C#N)C2(CCCC2)C(C#N)=C(N)N1	-1%	/	?	/	?	-8	0.2%	5%	-3%	-5%	/
Cc1cccc(OCC(=O)NCc2ccccc2)c1	-2%	3%	-1%	0%	2%	-7	-0.2%	3%	-8%	2%	-7%
CCOc1ccc(OCC(=O)OCc2cc(=O)n3cc(Br)ccc3n2)cc1	-1%	2%	9%	2%	9%	1	0.1%	-3%	-1%	0%	2%
O=C(c1ccc(S(=O)(=O)N2CCCC2)cc1)N1CCC(CN2C(=O)c3cccc4cccc(c34)C2=O)CC1	-2%	2%	-9%	-3%	10µM*	-8	9.8%	13%	4%	2%	-6%
CCN1C(c2ccccc2)=C(c2ccccc2)S/C1=C/C=C1\SC(=S)N(C)C1=O	2%	1%	?	-7%	10µM*	-4	-0.5%	-5%	-7%	-5%	-7%[46.1 µM]
Cn1c(CCNC(=O)c2ccccc2F)nnc1SCC(=O)Nc1ccccc1F	2%	-2%	-10%	-2%	7%	8	-0.2%	2%	-1%	-5%	17%
O=C(Nc1cccc(S(=O)(=O)N2CCCCC2)c1)C1CC(=O)N(c2ccc3c(c2)OCCO3)C1 (configuration not stated)	-2%	-24%	?	1%	-19%	-7	-0.1%	0%	0%	-1%	12%
Cc1ccc(S(=O)(=O)Nc2cnc3ccccc3c2)cc1	0%	-15%	23%	1%	-11%	-25	-0.5%	2%	19%	-3%	2%
S=C(Nc1ccccc1)N(Cc1ccccc1)Cc1ccncc1	0%	-3%	1%	-5%	16%	0	-0.1%	5%	1%	-3%	2%
COc1ccc(CN(C(=O)c2ccccc2Br)C2CCS(=O)(=O)C2)cc1 (configuration not stated)	0%	6%	-4%	-8%	9%	-3	-0.8%	2%	0%	-1%	6%
O=C(Nc1ccc(Cl)cc1)[C@@H]1[C@@H]2C(=O)N(c3cccc(F)c3)C(=O)[C@@H]2[C@H]2C=CC=NN21	-1%	-1%	?	1%	8%	0	0.5%	0%	-5%	5%	-3%
CC(C)(CNC(=O)c1ccc(NS(=O)(=O)c2ccc(F)cc2)cc1)N1CCOCC1	4%	-6%	0%	-2%	11%	10	0.2%	2%	-8%	2%	1%
OC(CN1CCN(c2cccc(Cl)c2)CC1)c1ccccc1 (configuration not stated)	4%	4%	?	-6%	0%	-2	-0.1%	-4%	3%	-3%	1%
COc1ccc(OC)c(-n2nnnc2SCC(=O)NCc2ccc3c(c2)OCO3)c1	7%	5%	-9%	-4%	?	-2	-0.9%	1%	-13%	1%	2%

Arranged by count of non-hydrogen atoms (smallest number first): part of the list above.
SMILES	USP2a inh	uPA surface inh	BCR signal inh	TSG101-PTAP inh	ELG1 DNA repair	TSHR antagonist	B2AR arrestin	Mito fusion yeast	Eya2 inh	Tb PFK inh	TCR activator
Cc1cccc(OCC(=O)NCc2ccccc2)c1	-2%	3%	-1%	0%	2%	-7	-0.2%	3%	-8%	2%	-7%
OC(CN1CCN(c2cccc(Cl)c2)CC1)c1ccccc1 (configuration not stated)	4%	4%	?	-6%	0%	-2	-0.1%	-4%	3%	-3%	1%
O=C(Nc1cccc(S(=O)(=O)N2CCCCC2)c1)C1CC(=O)N(c2ccc3c(c2)OCCO3)C1 (configuration not stated)	-2%	-24%	?	1%	-19%	-7	-0.1%	0%	0%	-1%	12%

Next part.
SMILES	USP2a inh	uPA surface inh	BCR signal inh	TSG101-PTAP inh	ELG1 DNA repair	TSHR antagonist	B2AR arrestin	Mito fusion yeast	Eya2 inh	Tb PFK inh	TCR activator
CCc1c(C)nc2ncnn2c1Nc1ccccc1C	0%	-4%	-17%	0%	-14%	0	0.0%	1%	-2%	0%	/
CN(CC(=O)OCC(=O)NC(=O)c1cccn1C)S(=O)(=O)c1ccc(Cl)cc1	0%	7%	-29%	0%	-1%	-2	0.0%	0%	10%	0%	-6%
CCc1ccc(N2CCN(S(=O)(=O)CC34CCC(CC3=O)C4(C)C)CC2)cc1 (configuration not stated)	1%	2%	2%	-2%	-21%	16	-0.3%	2%	5%	2%	-15%
COc1ccccc1C(=O)Nc1ccccc1SC(=O)c1ccccc1OC	2%	?	?	0%	?	12	0.4%	-14%	-1%	?	4%
COCCN(C(=O)c1ccco1)c1nnc(-c2ccc(OC)c(OC)c2)s1	-1%	9%	6%	-4%	?	10	-0.7%	0%	6%	-2%	-6%[46.1 µM]
CCOC(=O)CCC(NC(=O)CCCCCCCCC(=O)NC(CCC(=O)OCC)C(=O)OCC)C(=O)OCC (configuration not stated)	-1%	2%	?	0%	-2%	0	0.0%	-11%	-1%	-2%	5%
CC(=O)Nc1ccc(S(=O)(=O)Nc2nnc(Cc3ccc(Cl)cc3)s2)cc1	0%	3%	-1%	-8%	0%	-15	-0.3%	26%	9%	-2%	2%
Cc1ccc(C(=O)COC(=O)CCC(=O)Nc2ccccc2Cl)cc1[N+](=O)[O-]	4%	-3%	-2%	0%	0%	7	-0.9%	-8%	0%	-2%	3%[46.1 µM]
Cc1nnc(SCC(=O)NC2CCCCCC2)n1C	-1%	2%	2%	0%	-3%	53	-1.7%	2%	16%	-7%	0%
O=C(CSc1nnc(CNC(=O)c2c(F)cccc2F)o1)c1ccccc1	-1%	-4%	-1%	-5%	6%	16	-0.8%	0%	-25%	-19%	4%
Cn1c(=O)c2c(nc(SCC(=O)c3cccs3)n2Cc2ccc(F)cc2)n(C)c1=O	-11%	6%	8%	-1%	?	5	-1.0%	-4%	-2%	-2%	-1%
CCC1(CC)NC(=O)N(CC(=O)N2CCN(S(=O)(=O)c3cccc(F)c3)CC2)C1=O	7%	-10%	0%	0%	-2%	-7	-0.6%	0%	6%	1%	-1%
CN(CC(=O)Nc1ccccc1Br)C(=O)c1cc([N+](=O)[O-])ccc1N1CCOCC1	0%	17%	2%	-2%	7%	22	0.1%	-1%	12%	3%	-22%
Cc1cc(C)cc(NC(=O)c2ccc(S(=O)(=O)C(F)F)cc2)c1	1%	-4%	11%	-6%	-12%	0	-0.2%	24%	1%	7%	1%[46.1 µM]
CC(C)(C)NC(=O)C(=O)NCc1ccncc1	4%	5%	-1%	-4%	0%	-6	-0.9%	-3%	5%	0%	3%
Cc1cc(Br)c(NC(=O)c2c(-c3c(Cl)cccc3Cl)noc2C)c(Br)c1	0%	-19%	-5%	0%	11%	20	-0.3%	8%	1%	7%	-3%
Cc1cccc2cc(/C=N/Nc3ccc(C(=O)O)cc3)c(Cl)nc12	-5%	13%	?	6%	?	-15	-0.5%	7%	1%	11%	1%
Cc1ccc(C(=O)Oc2ccccc2N2C(=O)C3C4CCC(C4)C3C2=O)cc1 (configuration not stated)	3%	11%	-2%	-8%	-12%	3	-0.7%	9%	-14%	0%	-2%[46.1 µM]
CCC(NC(=O)c1ccccc1NC(=O)C(C)(C)C)C(=O)N1CCCC1 (configuration not stated)	0%	/	15%	6%	6%	42	0.4%	5%	-11%	-4%	-5%
COc1ccc(Cc2nnc(NC(=O)c3cc(OC)c(OC)c(OC)c3)s2)cc1	-7%	?	?	-4%	-10%	-2	0.2%	-4%	0%	0%	-2%
O=C(Nc1ccc(F)cc1)c1ccccc1S(=O)(=O)c1ccccc1[N+](=O)[O-]	3%	-3%	0%	-2%	-1%	-9	-1.5%	0%	-8%	-1%	-3%
O=C(Cn1cc([N+](=O)[O-])ccc1=O)Nc1ccc2c(c1)OCO2	0%	0%	2%	-1%	0%	4	0.0%	-6%	-5%	-2%	1%
